KinaseGlo FLuc: Counterscreen for Luciferase (Kinase-Glo TM) Inhibition | Luciferin 4-monooxygenase (Photuris pensylvanica), Q27757 | Kinase-Glo luciferase, ATP luminescence, 8 min | Potency, µM (titrated, usually from 38.3 µM), without a hit: at the top dose activity change, negative = inhibition, most hits filed as inhibitors | 0.28% of 200,000 active | AID 1379, 2008; note: potency is the fitted concentration of half-maximal effect; % is set by controls: 0 for no effect and ±100 for the full control effect; nearly all actives have a fitted effect of over 60% in size
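Luminescence was the read-out, taken after 8-minute incubation at ambient temperature. Luciferase turned over luciferin with 10 uM ATP in imidazole pH 7.2 buffer containing KCl, MgCl2, Tween 20 and BSA.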
HTT ATP protect: qHTS Multiplex Assay to Identify Dual Action Probes in a Cell Model of Huntington: Cytoprotection (ATP) | AID 1471, 2008 | PC12 HTT-Q103 induced, cytoprotection, ATP luminescence, 40 h | 0.14% of 230,000 active | Potency, µM (series often up to 56.4 µM), for the others: cytoprotection (ATP increase), usual class: activators;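 note: potency is the fitted concentration of half-maximal effect; % of control where 0% means no effect; nearly all actives have a fitted effect of over 45% in size; toxic huntingtin expression switched on by the ecdysone agonist tebufenozide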
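Compounds added alongside 100 nM tebufenozide, which induces toxic Q103 huntingtin exon 1-GFP in stable PC12 cells; surviving cells quantified by luminescent ATP measurement. Medium: phenol red-free DMEM, 5% equine and 5% calf serum.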
IMPase Li inh: qHTS Assay for Identifying the Cell-Membrane Permeable IMPase Inhibitors: Potentiation with Lithium | CHO-M1 cells, IP1 TR-FRET (IP-One), carbachol + lithium | Potency, µM (top dose mostly 59.4 µM), for inactives: at the top dose activity, negative = IMPase inhibition, most hits filed as inhibitors | 0.35% of 210,000 active | AID 1457, 2008;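 note: IP1 builds up when IMPase is blocked and the TR-FRET signal falls; potency is the fitted concentration of half-maximal effect; plate controls were basal vehicle for no effect and high inhibitor control for full effect; nearly all actives have a fitted effect of over 50% in size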
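Readout is a homogeneous TR-FRET IP1 immunoassay (Ex 320, Em 665 and 620), where raised cytosolic IP1 lowers signal. Cells were CHO-M1 treated 30 min at 37C with test compounds plus a little lithium; AC50 values came from Hill-equation fitting.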
HTT aggregate: qHTS Multiplex Assay to Identify Dual Action Probes in a Cell Model of Huntington: Aggregate Formation (GFP). 1.1% of 220,000 active. PC12 HttQ103-GFP aggregates, Acumen cytometry, 40 h. Potency, µM (doses to about 46.1 µM), for inactives: at the top dose activity change, negative = inhibition, hits mostly inhibitors; note: potency is the fitted concentration of half-maximal effect; % is set by controls: 0 for no effect and ±100 for the full control effect; nearly all actives have a fitted effect of over 60% in size
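PC12 cells with ecdysone-inducible HTT exon1 Q103-GFP, induced by 100 nM tebufenozide, given compounds in a concentration series. GFP aggregates (1–25 um, 6 SD above background) counted in lysates by laser-scanning cytometry, 488 nm excitation.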
CBFb RUNX1 block: qHTS Assay for Compounds Blocking the Interaction Between CBF-beta and RUNX1 for the Treatment of Acute Myeloid Leukemia | Runt-related transcription factor 1 (Homo sapiens) + Core-binding factor subunit beta … | AlphaScreen CBFb-His/RUNX1-biotin binding, biochemical | Potency, µM (highest dose often 59.8 µM), inactives show at the highest dose activity, negative = inhibition, usual class: inhibitors | 230,000 tested, under 10 active; note: % of control where 0% means no effect
Target sequence (Q01196 whole entry, looked up): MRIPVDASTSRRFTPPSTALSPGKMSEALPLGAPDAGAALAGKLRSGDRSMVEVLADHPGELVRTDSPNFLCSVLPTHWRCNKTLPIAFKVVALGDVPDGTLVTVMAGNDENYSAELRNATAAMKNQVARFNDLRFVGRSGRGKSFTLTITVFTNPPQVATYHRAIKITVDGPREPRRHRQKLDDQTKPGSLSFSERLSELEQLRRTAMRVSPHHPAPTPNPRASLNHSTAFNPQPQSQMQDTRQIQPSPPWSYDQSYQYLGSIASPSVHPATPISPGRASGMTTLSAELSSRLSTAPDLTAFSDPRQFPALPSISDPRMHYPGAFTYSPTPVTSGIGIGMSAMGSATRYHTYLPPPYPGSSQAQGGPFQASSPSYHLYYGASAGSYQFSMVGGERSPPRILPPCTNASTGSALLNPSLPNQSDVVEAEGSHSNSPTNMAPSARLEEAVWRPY
Target sequence (Q13951 whole entry, looked up): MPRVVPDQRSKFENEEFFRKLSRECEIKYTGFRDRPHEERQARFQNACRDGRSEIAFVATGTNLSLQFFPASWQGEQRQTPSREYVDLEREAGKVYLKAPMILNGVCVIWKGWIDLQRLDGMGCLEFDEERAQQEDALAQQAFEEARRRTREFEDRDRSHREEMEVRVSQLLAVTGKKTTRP
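Bead-based AlphaScreen assay; binding partners His-tagged CBF-beta and biotinylated RUNX1 at 30 nM each. Compound exposure 15 min after a 20-min protein preincubation; bead step 90 min; all steps at room temperature.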
SMN2 splice enh: qHTS Assay for Enhancers of SMN2 Splice Variant Expression; HEK293 SMN2-luciferase splicing reporter, luminescence, 30-36 h; Potency, µM (highest dose often 46.1 µM), for inactives: top-dose activity change, positive = activation, hits mostly activators; 2.8% of 210,000 active; note: potency is the fitted concentration of half-maximal effect; % of control where 0% means no effect; nearly all actives have a fitted effect of over 55% in size
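HEK293 cells carry an SMN2 […]–luciferase reporter in which exon 7 inclusion puts luciferase in frame. Cells were plated 10-12 h before compound addition, then incubated 30-36 h at 37C. ONE-Glo luminescence was read; sodium butyrate at 4.5 mM final served as control.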
LMNA splice mod: qHTS Assay for Modulators of Lamin A Splicing | HeLa LMNA splicing GFP/RFP minigene ratio, 48 h | Potency, µM (highest dose often 46.1 µM), for the others: top-dose ratio change, negative = inhibition, actives largely listed as inhibitors | 0.01% of 200,000 active | AID 1487, 2009; active = well fitted inhibition curve with a large enough effect in the signal ratio, with a control signal flat, not every such curve was filed as active; inconclusive = small, poorly fitted or top-dose-only effect, or effect the other way, or a change in a side signal; the % refers to the signal ratio; note: potency is the fitted concentration of half-maximal effect; % is set by controls: 0 for no effect and ±100 for the full control effect
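S3 HeLa stable clones carrying a lamin A-EGFP splicing minigene plus DsRed2 were seeded at 600 cells/well in Opti-MEM with 2% FBS, pin-dosed and incubated 48 h at 37°C. Acumen cytometry (488 nm) gave the GFP/RFP total-intensity ratio.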
Active calls of the source: *; ? = inconclusive; . = no result given; & = joins results of further samples; [ ] = dose if it differs, or a comment. Unless noted, calls come from the whole dose curve; as a rule, active = well fitted curve in the direction sought with a large enough effect; inconclusive = small, poorly fitted or top-dose-only effect, or another doubt; inactive = no such curve, though single readings can be large; an effect the other way counts as inactive or inconclusive.

Every second line gives: KinaseGlo FLuc	HTT ATP protect	IMPase Li inh	HTT aggregate	CBFb RUNX1 block	SMN2 splice enh	LMNA splice mod
- O=c1c(-c2ccccc2)nc2cnc(N3CCOCC3)nc2n1C[C@H]1CCCO1
→ .	-1%	-6%	.	.	.	-12%
- CC(=O)c1sccc1NC(=O)c1ccccc1C(=O)O
→ .	-1%[10 µM]	.	10%[9.22 µM]	5%	.	.
- CS(=O)(=O)N1CCc2cc(S(=O)(=O)NCCNS(=O)(=O)c3ccc4c(c3)CCN4S(C)(=O)=O)ccc21
→ 0%	-2%[10 µM]	6%	0%	3%	4%	-12%[46 µM]
- O=C(CSc1ccc2nnc(-c3ccccn3)n2n1)NCC1CCCO1 (centres undefined)
→ -1%	-19%	-11%[38.3 µM]	-6%	-7%	-14%	10%
- Cc1oc(-c2ccccc2)cc1C(=O)Nc1cccc(/C=C\C(=O)O)c1
→ .	-28%	-14%	-7%	-16%	.	.
- CCC1OC2(C)OC(=N)C1(C#N)C(C#N)(C#N)C2c1ccccc1 (centres undefined)
→ -5%	9%[10 µM]	0%	2%	-6%	5%	-7%
- Cn1ccnc1C(=O)c1cc(SCC(=O)N2CCOCC2)nc2ccccc12
→ 0%	?	0%	24%	-11%	-5%	.
- CSc1ccc(Cl)c(C(=O)OCC(=O)NC2CC2)c1
→ -3%	-9%	-9%[38.3 µM]	9%	1%	-9%	2%[0.0737 µM]
- CN(C)/N=C/c1ccc([N+](=O)[O-])cc1[N+](=O)[O-]
→ 2%	-5%	-1%	?	?	-11%	.
- Cc1ccc(C)n1NC(=O)c1ccc([N+](=O)[O-])cc1
→ 6%	-81%[inhibitor]	6%	8%	4%	-5%	.

By substructure, those above containing a nitro group on carbon.
Every second line gives: KinaseGlo FLuc	HTT ATP protect	IMPase Li inh	HTT aggregate	CBFb RUNX1 block	SMN2 splice enh	LMNA splice mod
- CN(C)/N=C/c1ccc([N+](=O)[O-])cc1[N+](=O)[O-]
→ 2%	-5%	-1%	?	?	-11%	.
- Cc1ccc(C)n1NC(=O)c1ccc([N+](=O)[O-])cc1
→ 6%	-81%[inhibitor]	6%	8%	4%	-5%	.

Later entries
Every second line gives: KinaseGlo FLuc	HTT ATP protect	IMPase Li inh	HTT aggregate	CBFb RUNX1 block	SMN2 splice enh	LMNA splice mod
- Cc1ccc2cc3cc(C(=O)NCc4ccco4)oc3nc2c1
→ -3%	-25%	-4%[38.3 µM]	-1%	-3%	-4%	9%
- CCN(CC)C(=O)/C(=C/c1cn(S(=O)(=O)N(C)C)c2ccccc12)NC(=O)c1ccc(OC)cc1
→ .	-115%[inhibitor]	-3%	-27%	3%	.	.
- Cn1nnnc1SCC(=O)Nc1nc2c(s1)CCCC2
→ -2%	-14%	29%[38.3 µM]	-13%	1%	.	3%
- Cc1ccc(Nc2cc(=O)[nH]c(=O)[nH]2)cc1C
→ 1%	-10%[10 µM]	-2%	16%	13%	3%&0%	-13%[46 µM]
- COCCn1nnnc1C(CC(C)C)N1CCN(c2nc3ccccc3s2)CC1 (centres undefined)
→ 0%	19%[10 µM]	12%	3%[9.22 µM]	6%	.	-6%[46 µM]
- O=C(NC(Cc1c[nH]c2ccccc12)C(=O)Nc1ccc(F)c([N+](=O)[O-])c1)c1cccs1 (centres undefined)
→ 0%	-18%[10 µM]	11%	-12%	-22%	?	?
- CC1Cc2ccccc2N1C(=O)CSc1ccccc1 (centres undefined)
→ -6%	-2%	4%[38.3 µM]	-13%	14%	-5%	?
- Cc1cccc(C)c1NC(=S)NC(=O)CCc1ccccc1
→ 2%	2%	-2%[38.3 µM]	-7%	4%	-8%	9%
- Cc1c(C(=O)NCCc2ccccc2)oc2ccc(S(=O)(=O)N3CCOCC3)cc12
→ 3%	0%[10 µM]	7%	?	3%	8%	-10%
- Cc1ccsc1C(=O)NNC(=O)Nc1ccc(Cl)c(Cl)c1
→ -4%	11%	-3%[38.3 µM]	-18%	-4%	4%	2%

The last 2 compounds of the part before are carried over, then new ones follow:
Compound	KinaseGlo FLuc	HTT ATP protect	IMPase Li inh	HTT aggregate	CBFb RUNX1 block	SMN2 splice enh	LMNA splice mod
Cc1c(C(=O)NCCc2ccccc2)oc2ccc(S(=O)(=O)N3CCOCC3)cc12	3%	0%[10 µM]	7%	?	3%	8%	-10%
Cc1ccsc1C(=O)NNC(=O)Nc1ccc(Cl)c(Cl)c1	-4%	11%	-3%[38.3 µM]	-18%	-4%	4%	2%
CSc1cccc(NC(C)C(=O)NCc2ccccc2)c1 (centres undefined)	4%	-7%[10 µM]	11%	8%	-12%	-10%	-3%[46 µM]
CC(=O)N1CCN(C(=S)Nc2ccc(Oc3ccccc3)cc2)CC1	-1%	-9%	-2%	-16%	9%	9%	6%[9.22 µM]
CCc1ccc(NC(=S)NC2CC3CCCC(C2)N3Cc2cccs2)cc1 (centres undefined)	5%	-47%[inhibitor]	26%[38.3 µM]	-20%	-6%	-22%	?
N#Cc1c(Cl)cccc1N1CCCC1	.	-8%[10 µM]	.	-7%[9.22 µM]	20%	.	.
CCc1ccc(OC)c(S(=O)(=O)NCCOc2ccccc2)c1	0%	12%[10 µM]	23%[38.3 µM]	-21%	4%	-2%	-9%
Nc1nc(Nc2cccc(F)c2)nc(NCc2ccco2)c1[N+](=O)[O-]	.	9%[10 µM]	.	0%[9.22 µM]	-9%	.	.
CN(C)/C=C1\C(=O)Nc2ccccc21	2%	10%	29%[38.3 µM]	12%	-5%	-5%	-10%
Cc1cccc(NC(=O)CN2C(=O)c3ccccc3C2=O)c1C	-3%	-45%[inhibitor]	-1%	3%	-13%	24%	.
COC(=O)C1(NC(=O)NC23CC4CC(CC(C4)C2)C3)CCCCC1	2%	-86%	-11%	17%[9.22 µM]	-2%	0%	.
N#C/C(=C\C1CC=CCC1)c1nc2ccccc2[nH]1 (centres undefined)	.	-17%[10 µM]	.	-9%	8%	.	?
Cc1nnc(NC(=O)c2oc3cc(C)c(C)cc3c2C)s1	2%	3%	?	2%	-3%	9%	3%
Cc1ccc(-n2nc3c([n+]2[O-])CCc2c-3no[n+]2[O-])cc1	-2%	?	-5%[38.3 µM]	13µM*	5%	-19%	?
CSc1ccccc1NC(=O)CN(C)CC(=O)NCc1ccccc1	-3%	3%[10 µM]	3%	2%	?	-1%	4%[46 µM]
O=c1cc(-c2ccccc2O)oc2cc(O)ccc12	-11%	.	-23%	.	.	25µM*	10%
Cc1ccc(N(CC(=O)N2CCOCC2)S(C)(=O)=O)cc1C	-4%	-12%	1%[38.3 µM]	11%	7%	-2%	2%
COc1ccc(N2CCN(C(=O)c3cccc(N4C(=O)C5CC=CC(C)C5C4=O)c3)CC2)cc1 (centres undefined)	1%	?	-5%[38.3 µM]	10%	-23%	-7%	?
COc1ccc(-c2cc(-c3cc(C)ccc3O)[nH]n2)cc1	1%	-36%[10 µM]	12%	20%[9.22 µM]	6%	.	?
NS(=O)(=O)c1ccc(NC(=O)COC(=O)c2ccc(Cl)nc2)cc1	1%	-31%[inhibitor]	5%	7%	7%	8%	?
Oc1cc(O)c2c(c1)O[C@H](c1ccc(O)c(O)c1)[C@@H](O)C2	-3%&2%	?	15%&23%	27%[9.22 µM]	-11%	?	-16%
O=C(Nc1ccc(Br)cc1)C1CCN(C(=O)c2ccc(F)cc2)CC1	1%	-9%[10 µM]	5%	?	7%	-27%	?

Carrying on:
Compound	KinaseGlo FLuc	HTT ATP protect	IMPase Li inh	HTT aggregate	CBFb RUNX1 block	SMN2 splice enh	LMNA splice mod
O=C(Nc1cc(C(F)(F)F)ccc1N1CCOCC1)c1ccco1	-2%	-1%[10 µM]	18%[38.3 µM]	8%	13%	-5%	-10%
O=S(=O)(Nc1cc(Sc2cccc3cccnc23)c(O)c2ccccc12)c1ccc(F)cc1	-1%	.	15%	22µM*	.	-76%[inhibitor]	?
O=C(Nc1nc2ccc(S(=O)(=O)N3CCCC3)cc2s1)C1CCCO1 (centres undefined)	6%	-9%	2%[38.3 µM]	-14%	-6%	26%	-7%
CCn1c(SCC(=O)N2CCN(c3ccccc3)CC2)nnc1-c1ccoc1C	2%	-21%[10 µM]	8%[38.3 µM]	3%	-2%	-45%[inhibitor]	-16%
Cc1nn(-c2ccccc2)c(N2CCCC2)c1/C=C1\N=C(c2ccc(OC(C)C)cc2)OC1=O	2%	4%[10 µM]	7%	-5%	-3%	-12%	-2%
O=C(Cc1ccc(Br)cc1)c1ccc(O)cc1O	.	1%	.	-7%	9%	.	?
CCc1ccc(N(CC)C(=O)c2ccc3c(Cl)c4c(nc3c2)CCC4)cc1	-1%	.	14%	?	0%[2.36 µM]	-49%[inhibitor]	?
CC(=O)OC1CC(C)(C)N(OC(=O)CCCN2C(=O)c3ccccc3C2=O)C(C)(C)C1	2%	-5%	-7%[38.3 µM]	-3%	2%	5%	-8%
COc1ccc(OC)c(-n2c(-c3cccc(C)c3)n[nH]c2=S)c1	5%	-67%	3%	4%	10%	-5%	-5%[46 µM]
O=C(c1ccccc1Sc1ccc([N+](=O)[O-])cc1)N1CCCCC1	2%	17%[0.074 µM]	7%	1%	26%	-31%[inhibitor]	?
CSCCC1NC2(C(=O)Nc3c(Cl)cccc32)[C@@H]2C(=O)N(C3CCCC3)C(=O)[C@H]12 (some centres undefined)	2%	-5%[0.074 µM]	11%[38.3 µM]	18%	-6%	-1%	2%

Screening results: PubChem BioAssay, National Center for Advancing Translational Sciences (NCATS)
